TDP1 block – TDP1 (human) enzyme inhibition | Q9NUW8 | recombinant TDP1, AlphaScreen DNA substrate cleavage | Potency, µM (series often up to 130 µM), for inactives: at the highest dose activity change, negative = inhibition, hits mostly inhibitors | 350,000 compounds, 0.28% hits; also: nearly all actives have a fitted effect of over 40% in size
Target sequence (Q9NUW8 whole entry, looked up): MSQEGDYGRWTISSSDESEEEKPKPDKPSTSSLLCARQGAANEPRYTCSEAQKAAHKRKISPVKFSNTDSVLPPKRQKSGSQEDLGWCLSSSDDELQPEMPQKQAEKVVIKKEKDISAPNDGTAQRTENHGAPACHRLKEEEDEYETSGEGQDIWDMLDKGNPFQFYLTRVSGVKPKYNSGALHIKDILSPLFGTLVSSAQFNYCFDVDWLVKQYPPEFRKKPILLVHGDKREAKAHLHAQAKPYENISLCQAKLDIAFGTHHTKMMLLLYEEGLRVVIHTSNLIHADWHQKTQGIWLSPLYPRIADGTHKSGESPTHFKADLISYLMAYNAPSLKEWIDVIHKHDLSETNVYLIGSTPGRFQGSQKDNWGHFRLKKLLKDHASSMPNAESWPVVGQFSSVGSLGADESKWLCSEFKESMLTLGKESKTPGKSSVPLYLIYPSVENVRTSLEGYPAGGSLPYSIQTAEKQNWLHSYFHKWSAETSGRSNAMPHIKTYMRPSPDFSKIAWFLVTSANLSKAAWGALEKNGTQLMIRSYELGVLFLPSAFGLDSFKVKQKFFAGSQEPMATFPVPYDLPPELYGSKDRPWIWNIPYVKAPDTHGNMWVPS
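AlphaScreen read-out: signal falls as enzyme removes the 3' tyrosine-FITC from a 5'-biotinylated DNA oligo (15 nM, 5 min, RT). Enzyme was E. coli-made recombinant Tdp1 at 1 nM, exposed to compound for 15 min beforehand; beads 10 ug/ml, 10 min.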
N370S GC – inhibitors or activators of N370S glucocerebrosidase for Gaucher disease. Potency, µM (titrated, usually from 59.4 µM), for inactives: top-dose activity change, negative = inhibition, actives largely listed as inhibitors. AID 2101. N370S GC spleen homogenate, 4MU-glucoside fluorescence. P04062. 330,000 compounds, 0.092% hits;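 also: 0% = full enzyme activity and -100% = no enzyme basal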
FEN1 inh – blocks human flap endonuclease 1; P39748; 390,000 compounds, 0.35% hits; Potency, µM (series often up to 114 µM), inactives show at the highest dose activity change, negative = inhibition, hits mostly inhibitors; Recombinant FEN1 flap cleavage, fluorescence, 15 min; AID 588795; also: nearly all actives have a fitted effect of over 65% in size
Target sequence (P39748 whole entry, looked up): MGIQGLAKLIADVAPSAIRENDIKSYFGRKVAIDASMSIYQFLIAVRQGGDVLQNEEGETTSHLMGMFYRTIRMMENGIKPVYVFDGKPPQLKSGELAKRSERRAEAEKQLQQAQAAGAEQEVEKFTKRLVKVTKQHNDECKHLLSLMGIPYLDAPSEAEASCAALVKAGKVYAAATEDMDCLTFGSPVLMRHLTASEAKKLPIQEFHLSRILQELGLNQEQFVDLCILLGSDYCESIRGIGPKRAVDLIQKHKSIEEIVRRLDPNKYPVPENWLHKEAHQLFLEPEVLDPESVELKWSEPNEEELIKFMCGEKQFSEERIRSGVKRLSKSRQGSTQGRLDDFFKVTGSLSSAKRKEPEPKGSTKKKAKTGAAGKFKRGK
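Concentration–response screening of FEN1 (10 nM): 15 min compound preincubation at room temperature, reaction started with 50 nM substrate and read at 0 and 15 min. Corrected, normalized data were fitted by a four-parameter Hill equation.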
An asterisk follows results filed as active; ? = inconclusive; · = no result given; & = joins results of further samples; [ ] = remark or other dose. Calls follow the shape of the dose curve; as a rule, active = well fitted curve in the direction sought with a large enough effect; inconclusive = small, poorly fitted or top-dose-only effect, or another doubt; inactive = no such curve, though single readings can be large; an effect the other way counts as inactive or inconclusive. Unless noted, % is scaled to controls: 0 for no effect and ±100 for the full control effect; potency is read from the fitted curve at half-maximal effect.

#1 O=C(c1ccc2ccccc2c1)c1c[nH]cc1-c1ccccc1
#2 Cc1ccc(S(=O)(=O)N2Cc3ccccc3CC2C(=O)Nc2ccc3c(c2)OCO3)cc1 (stereo not given)
#3 Cc1ccc(NC(=O)CSc2nnc3ccccn23)cc1S(=O)(=O)N1CCOCC1
#4 Cn1c(SCc2ccccc2)nnc1-c1ccco1
#5 O=C(Nc1ccc(Br)cn1)c1cccc(-c2cc3ccccc3oc2=O)c1
#6 CCN1CC(CN(C)Cc2cn(-c3cccc(C)c3)nc2-c2cccc(F)c2)CC1=O (stereo not given)
#7 CCOc1ccc(NC(=O)N(Cc2c[nH]c3ccccc23)C2CCCCC2)cc1
#8 COc1cc(CNc2ccc3[nH]c(=O)[nH]c3c2)ccc1OCc1ccccc1Cl
assay / entry | 1 | 2 | 3 | 4 | 5 | 6 | 7 | 8
TDP1 block | 9%[56.1 µM] | ? | 4% | 5% | -8% | 0% | 2% | ·
N370S GC | 4% | 15% | -3% | 5% | 0% | -8% | · | 1%
FEN1 inh | -7% | -4% | 3% | -2% | -5% | ? | -13% | 8%

#9 Cc1ccc(S(=O)(=O)N2CCC(=O)N(C(COCc3cccc(C(F)(F)F)c3)C(C)C)CC2)cc1 (stereo not given)
#10 O=C(NCCCCc1ccccc1)c1cccc([N+](=O)[O-])c1
#11 COc1ccc(Cc2noc(CN3CCN(Cc4csc(C)n4)CC3)n2)cc1OC
#12 S=c1[nH]c2ccccc2n2c(=S)[nH]nc12
#13 CCOC(=O)CC(=O)CSc1nc(-c2ccc3c(c2)OCO3)cc(C(F)(F)F)c1C#N
#14 Cc1ccc(N)cc1CN1CCCC1=O
#15 N/C(=N\NC(=O)Nc1ccc(Cl)cc1)c1ccccn1
#16 C=CCN1C(=O)C(CCCC)NC1=S (stereo not given)
assay / entry | 9 | 10 | 11 | 12 | 13 | 14 | 15 | 16
TDP1 block | 0% | 5% | 3% | · | 4% | -1% | 6% | 0%
N370S GC | 20% | 2% | 6% | -9% | -1% | 4% | ? | 5%
FEN1 inh | -17% | ? | 6% | -24% | -1% | 8% | -8% | -2%

#17 O=C(CNS(=O)(=O)/C=C/c1ccccc1)OC1CCOC1=O (stereo not given)
#18 O=C(NCC1CCCCC1)C1CCC(=O)N(CCc2cccc(F)c2)C1 (stereo not given)
#19 CNC(=O)c1ccccc1NC(=O)c1ccc(C)c(S(=O)(=O)N2CCCCC2)c1
#20 O=C1CSC(c2ccccc2)N1Cc1ccccn1 (stereo not given)
#21 CSCCC(NS(=O)(=O)c1ccccc1F)C(=O)N1CCCCCC1 (stereo not given)
#22 CCc1nc2sc(C)c(C)c2c(=O)n1CCO
#23 COc1ccc(C2C(C(C)=O)=C(C)N=c3s/c(=C\c4ccco4)c(=O)n32)c(OC)c1 (stereo not given)
#24 COc1ccc(C(=O)Nc2ccccc2C(=O)Nc2ccncc2)cc1
assay / entry | 17 | 18 | 19 | 20 | 21 | 22 | 23 | 24
TDP1 block | 3% | 4% | 3% | · | · | 6% | 8% | 4%
N370S GC | -3% | -9% | 11% | -3% | -13% | 1% | 2% | 0%
FEN1 inh | -17% | -13% | -17% | 1% | 17% | -10% | -14% | -2%

#25 Clc1ccc(-c2nc3ccccn3c2CN2CCCCC2)cc1
#26 COc1cc(/C=C2/C(=N)N3C(SC)=NSC3=NC2=O)ccc1OC(=O)c1ccco1
#27 O=C(CN(Cc1ccccc1F)S(=O)(=O)c1ccc(Cl)cc1)NCC1CCCO1 (stereo not given)
#28 O=C(Cc1csc(-c2ccccc2)n1)NCc1ccccc1F
#29 O=C(NCCO)c1cccc2c1C(=O)c1ccccc1-2
#30 Cc1cccc(-c2nnc(NC(=O)c3cccs3)s2)c1
#31 O=C(CCNS(=O)(=O)c1ccc(Br)cc1)NC1CCC(O)CC1 (stereo not given)
#32 COc1ccccc1/C=C/C=N/n1c(-c2ccncc2)n[nH]c1=S
assay / entry | 25 | 26 | 27 | 28 | 29 | 30 | 31 | 32
TDP1 block | 4% | -4% | 6% | 0% | 5% | 1% | 0% | -1%
N370S GC | -13% | -19% | -2% | 1% | 17% | 2% | · | -3%
FEN1 inh | -9% | 5% | -6% | · | -21% | 9% | -6% | -12%

#33 CCCSc1ncc(Cl)c(C(=O)Nc2sc(C(C)=O)c(C)c2C(=O)OCC)n1
#34 COCCN(C(=O)CSc1nnc(-c2ccccc2F)n1C)c1c(N)n(Cc2ccccc2)c(=O)[nH]c1=O
#35 CC(C)c1ccc(NC(=O)CSc2nc(=O)n(CCN3CCOCC3)c3c2CCC3)cc1
#36 c1ccc(-c2nc(NCc3ccco3)c3ccccc3n2)nc1
#37 COc1ccc(S(=O)(=O)N(CC(=O)NC(C)C)Cc2ccccc2)cc1
#38 CC1(c2ccccc2)NC(=O)N(CCN2C(=O)c3ccccc3C2=O)C1=O (stereo not given)
#39 CCCCCCc1cc2cc(C(=O)NC)c(=N)oc2cc1O
#40 COC(=O)c1[nH]c2cccc(OC)c2c1NC(=O)C(C)N1CCC(C)CC1 (stereo not given)
assay / entry | 33 | 34 | 35 | 36 | 37 | 38 | 39 | 40
TDP1 block | 4% | 1% | 2%[0.505 µM] | 9% | 1% | 4% | 0% | -2%
N370S GC | · | -16% | -20% | -4% | -27% | 0% | · | -5%
FEN1 inh | 21% | -9% | -15% | -1% | -3% | 0% | 1% | -2%

#41 CCn1ncc([N+](=O)[O-])c1C(=O)Nc1c(C)cccc1C
#42 COc1cccc(-c2ccc(NC(=O)C3CCCN(CCCn4nc(C)cc4C)C3)cc2)c1 (stereo not given)
#43 CC(C)C(NC(=O)c1ccccc1)c1nnc(SCC(=O)NC2CCCC2)n1C (stereo not given)
#44 CN(Cc1ccco1)C(=O)c1ccc(CNS(=O)(=O)c2ccc3c(c2)C(C)(C)C(=O)N3C)cc1
#45 Cc1nn(Cc2ccccc2)c(C)c1/C=N/NC(=O)CNc1cccc(C(F)(F)F)c1
#46 CCOc1cc(/C=N/NC(N)=O)cc(Br)c1OCC(=O)Nc1cccc2ccccc12
#47 Cc1cc2nc(-c3ccc(OCc4ccccc4)cc3)cc(C(F)(F)F)n2n1
#48 COCCn1nnnc1C(c1ccc2ncccc2c1)N1CCc2ccccc21 (stereo not given)
assay / entry | 41 | 42 | 43 | 44 | 45 | 46 | 47 | 48
TDP1 block | 3% | 4% | 11% | · | 5% | 0% | 4% | 7%
N370S GC | -30% | -23% | -23% | -8% | ? | -1% | · | 16%
FEN1 inh | 1% | -28% | -11% | 14% | ? | -6% | -4% | 13%

#49 Cc1ccccc1C(=O)N/N=C1/SCC(=O)N1Cc1ccccc1
#50 CC(C)(C)SCCNC(=O)/C=C/c1cccc([N+](=O)[O-])c1
#51 O=C(O)CCCCOn1ccnc1
#52 CCOc1ccccc1NC(=O)COc1ccc2c(c1)OCO2
#53 O=C(Nc1cccc(-c2cn3cccnc3n2)c1)c1ccco1
#54 N#C/C(=C/C=C/c1ccccc1)C(=O)Nc1ccccc1
#55 COC(=O)c1cc(C(=O)OC)n(Cc2ccc(Br)cc2)n1
#56 O=C(Nc1ccccc1C(F)(F)F)c1cc2ccccn2n1
assay / entry | 49 | 50 | 51 | 52 | 53 | 54 | 55 | 56
TDP1 block | 0% | 8% | · | 0%[0.0935 µM] | 10% | -3% | 7% | -5%
N370S GC | 4% | 2% | 7% | 4% | 15% | 6% | 5% | ·
FEN1 inh | -8% | -3% | -3% | -4% | 1% | -3% | 9% | 7%

#57 CCCC[C@@H]1C[C@H]1[C@@H](NC(=O)c1cccs1)c1ccc(Cl)cc1
#58 CN(C)c1ccc(/C=N/N(CCC#N)C2=NS(=O)(=O)c3ccccc32)cc1
#59 Cc1c(N=C2NC(=O)/C(=C/c3cccc([N+](=O)[O-])c3)S2)c(=O)n(-c2ccccc2)n1C
#60 CNC(=S)N/N=C/c1c(C)cccc1Cl
#61 CCCCNC(=O)C1CCN(C(=O)N2CC(C)Oc3ccc(Cl)cc32)CC1 (stereo not given)
#62 Cc1cc(C)n2c(C)nnc2c1
#63 CCOC(=O)c1ccc(NC(=O)C(=O)NCc2ccco2)cc1
#64 CCn1nc(C)c(CN2CCN(Cc3ccc(OC)c(C)c3C)C(CCO)C2)c1C (stereo not given)
assay / entry | 57 | 58 | 59 | 60 | 61 | 62 | 63 | 64
TDP1 block | 3% | · | -3% | 8% | 6% | · | 0% | ·
N370S GC | 25% | 1% | -8% | 0% | · | -9% | -1% | -2%
FEN1 inh | ? | -8% | · | 5% | -5% | 3% | -9%&3% | -23%

#65 CCOc1ccc(Br)cc1S(=O)(=O)Nc1ccc(C(=O)Nc2ccc(C)cc2)cc1
#66 CC(=O)Nc1ccc(S(=O)(=O)NCC2CCC(C(=O)N3CCN(c4ccccn4)CC3)CC2)cc1 (stereo not given)
#67 COC(=O)C1=C(C)NC(=O)CC1c1cc2c(cc1Br)OCO2 (stereo not given)
#68 COc1ccc(C2C(CN3CCOCC3)C(=O)N2c2ccccc2)cc1 (stereo not given)
#69 COCCN(C(=O)COC(=O)Cc1c(C)nc2ccccc2c1C)c1c(N)n(CC(C)C)c(=O)[nH]c1=O
#70 COC(=O)Cn1c(=O)oc2ccc(C)cc21
#71 Cc1cccc(NC(=O)CSC2=Nc3ccccc3C3=NC(CC(=O)NCc4cccs4)C(=O)N23)c1 (stereo not given)
#72 COc1ccccc1CCc1nnc(CCC(=O)NC(C)Cc2ccsc2)o1 (stereo not given)
assay / entry | 65 | 66 | 67 | 68 | 69 | 70 | 71 | 72
TDP1 block | 1% | 7% | 0% | 0% | 1% | 5% | 8% | 3%
N370S GC | 2% | 4% | -2% | 0% | · | 1% | · | -5%
FEN1 inh | 2% | 0% | 10% | 6% | 14% | 2% | -10% | 1%

#73 COCCn1c(=O)[nH]c2cc(C(=O)NCCN3CCN(c4ccccc4)CC3)ccc2c1=O
#74 O=S(=O)(NCCc1ccncc1)c1ccc(F)cc1
#75 O=C(c1cccc(NS(=O)(=O)c2cccc([N+](=O)[O-])c2)c1)N1CCOCC1
#76 O=C1CCCC2=C1C(c1c(Cl)nc3sccn13)C1=C(CCCC1=O)N2
#77 CC(=O)c1c(OC(=O)c2cccc(Cl)c2)c2ccccc2n1C
#78 Cc1ccc(-n2ncc3c2CC(C)(C)CC3NC(=O)CCc2c(C)noc2C)cc1 (stereo not given)
#79 CCCCn1nc(C(=O)N(C)C2CCCCC2)c2ccccc2c1=O
#80 COc1ccc(C(=O)NC2CC3CCCC(C2)N3Cc2ccccc2)cc1OC (stereo not given)
#81 O=C(Nc1ccccc1)c1ccc(Nc2c([N+](=O)[O-])cc([N+](=O)[O-])c3ccccc23)cc1
assay / entry | 73 | 74 | 75 | 76 | 77 | 78 | 79 | 80 | 81
TDP1 block | 5% | · | -3% | 4% | -5% | 3% | 1% | · | 5%
N370S GC | 24% | -7% | -4% | 1% | 25% | -7% | · | 1% | 1%
FEN1 inh | -8% | 6% | -8% | · | -3% | -2% | 3% | -12% | 1%

Molecules from the list above that have a Cl atom, in the order listed:
#8 COc1cc(CNc2ccc3[nH]c(=O)[nH]c3c2)ccc1OCc1ccccc1Cl
#15 N/C(=N\NC(=O)Nc1ccc(Cl)cc1)c1ccccn1
#25 Clc1ccc(-c2nc3ccccn3c2CN2CCCCC2)cc1
#27 O=C(CN(Cc1ccccc1F)S(=O)(=O)c1ccc(Cl)cc1)NCC1CCCO1 (stereo not given)
#33 CCCSc1ncc(Cl)c(C(=O)Nc2sc(C(C)=O)c(C)c2C(=O)OCC)n1
#57 CCCC[C@@H]1C[C@H]1[C@@H](NC(=O)c1cccs1)c1ccc(Cl)cc1
#60 CNC(=S)N/N=C/c1c(C)cccc1Cl
#61 CCCCNC(=O)C1CCN(C(=O)N2CC(C)Oc3ccc(Cl)cc32)CC1 (stereo not given)
#76 O=C1CCCC2=C1C(c1c(Cl)nc3sccn13)C1=C(CCCC1=O)N2
#77 CC(=O)c1c(OC(=O)c2cccc(Cl)c2)c2ccccc2n1C
assay / entry | 8 | 15 | 25 | 27 | 33 | 57 | 60 | 61 | 76 | 77
TDP1 block | · | 6% | 4% | 6% | 4% | 3% | 8% | 6% | 4% | -5%
N370S GC | 1% | ? | -13% | -2% | · | 25% | 0% | · | 1% | 25%
FEN1 inh | 8% | -8% | -9% | -6% | 21% | ? | 5% | -5% | · | -3%

An excerpt of these results, with two lines to a compound.
Each structure is followed by: TDP1 block | N370S GC | FEN1 inh
76	O=C1CCCC2=C1C(c1c(Cl)nc3sccn13)C1=C(CCCC1=O)N2
  4% | 1% | ·
74	O=S(=O)(NCCc1ccncc1)c1ccc(F)cc1
  · | -7% | 6%
79	CCCCn1nc(C(=O)N(C)C2CCCCC2)c2ccccc2c1=O
  1% | · | 3%

Compound activity as filed in PubChem.
